Screening results: PubChem BioAssay, several laboratories
STEP block = inhibitors of human striatal-enriched phosphatase STEP | P54829 | recombinant STEP, OMFP fluorogenic substrate, fluorescence | AID 588621 | inhibition, % at 20 µM | 360,000 compounds, 0.25% hits;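 active = inhibition at 20 µM, scaled per plate between control wells, above about 37%, limit read from the data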;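 note: 0% = DMSO with enzyme and substrate and 100% = substrate only without enzyme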
Target sequence (P54829 whole entry, looked up): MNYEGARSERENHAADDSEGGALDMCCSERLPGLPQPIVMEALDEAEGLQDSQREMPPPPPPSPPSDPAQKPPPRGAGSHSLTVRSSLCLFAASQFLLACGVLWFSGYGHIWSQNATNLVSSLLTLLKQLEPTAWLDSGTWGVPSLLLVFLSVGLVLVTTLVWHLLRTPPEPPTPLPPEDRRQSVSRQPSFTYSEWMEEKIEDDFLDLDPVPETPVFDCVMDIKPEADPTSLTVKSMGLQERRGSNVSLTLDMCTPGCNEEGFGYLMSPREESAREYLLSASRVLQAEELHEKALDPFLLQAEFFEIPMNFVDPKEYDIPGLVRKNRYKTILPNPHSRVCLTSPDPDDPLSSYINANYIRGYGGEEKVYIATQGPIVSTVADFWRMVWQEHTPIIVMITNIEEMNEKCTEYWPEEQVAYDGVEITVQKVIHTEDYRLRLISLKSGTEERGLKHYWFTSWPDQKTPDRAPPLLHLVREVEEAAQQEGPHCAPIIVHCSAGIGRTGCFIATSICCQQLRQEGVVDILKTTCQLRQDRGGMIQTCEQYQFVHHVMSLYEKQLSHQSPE
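Also added – OMFP at 25 µM · Test system – STEP tyrosine phosphatase · Technique – FITC-channel fluorescence of OMFP product · Schedule – 20 min at room temperature, dark · Evaluation – control-normalized % inhibition with plate pattern correction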
CSN deneddyl inh = inhibitors of human CSN-mediated cullin deneddylation. Purified CSN, SCF-Nedd8-OG deneddylation, fluorescence polarization. inhibition, % at 12.5 µM. 360,000 compounds, 0.38% hits;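 active = pattern-corrected inhibition above about 35%, with an unprinted fluorescence ratio check between 0.5 and 1.5, limit read from the data, passing the limit was not always enough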;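 note: 0% = enzyme with substrate and 100% = substrate without enzyme; some results filed as inactive read as strong as hits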
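Material: human Csn5 produced in HEK293T cells; Input: enzyme 0.24 nM; Reagent: SCFSkp2-Nedd8OG substrate at 10 nM final; Dosing: 12.5 µM compound; Incubation: 90 min reaction at room temperature; Detection: fluorescence polarization of the substrate; Evaluation: % inhibition of substrate cleavage by Csn5; Control set: substrate-only high control, full reaction low control.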
LMPTP block = blocks human LMPTP phosphatase. P24666. recombinant LMPTP-A, OMFP fluorogenic substrate, fluorescence intensity. inhibition, % at 20 µM. 360,000 compounds, 0.22% hits. AID 651560;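 active = compounds that cut the enzyme signal by at least half of the control window in the single-dose screen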;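 note: plate controls were DMSO wells with enzyme plus substrate for no effect and substrate without enzyme for full effect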
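Material: LMPTP-A; amount: 0.625 nM enzyme; doses: single 20 µM dose; times: reaction 50 min, room temperature, dark; technique: fluorescence intensity of OMFP turnover product; benchmarks: no-enzyme and uninhibited controls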
MsrA inhibitor = inhibitors of bovine MsrA; purified bovine MsrA, absorbance read-out; inhibition, % at 15.5 µM; 360,000 compounds, 0.75% hits; in the data active = inhibition above about 4.5%;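 note: 0% = vehicle wells with enzyme and 100% = reference inhibitor wells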
DNMT1 inh = inhibitors of human DNMT1; DNMT1 molecular beacon, Hinp1I cleavage, fluorescence; inhibition (reported as % activation of signal), % at 10 µM; 360,000 compounds, 0.83% hits; in the data active = inhibition above about 50%
Rpn11 block = inhibitors of human proteasome Rpn11 | human 26S proteasome, Ub4-pepOG fluorescence polarization; 20S core pre-blocked with epoxomicin | O00487 | AID 588493 | 360,000 compounds, 0.59% hits | calls only at 20 µM;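 active = inhibition at 20 µM, scaled to each plate's controls, above about 33%, limit read from the data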
Target sequence (O00487 whole entry, looked up): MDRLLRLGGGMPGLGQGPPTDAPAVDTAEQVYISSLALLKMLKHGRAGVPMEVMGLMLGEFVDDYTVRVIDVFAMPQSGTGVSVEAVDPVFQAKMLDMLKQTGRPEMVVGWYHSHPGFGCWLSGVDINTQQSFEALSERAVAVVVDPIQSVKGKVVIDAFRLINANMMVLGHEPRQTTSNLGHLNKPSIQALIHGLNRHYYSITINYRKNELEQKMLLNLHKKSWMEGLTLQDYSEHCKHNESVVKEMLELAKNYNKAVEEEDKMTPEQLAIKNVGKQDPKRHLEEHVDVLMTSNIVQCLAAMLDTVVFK
Tb MetRS inh = blocks T. brucei methionyl-tRNA synthetase activity. purified T. brucei MetRS, ATP depletion, Kinase-Glo luminescence. inhibition, % at 11.9 µM. 360,000 compounds, 0.4% hits. AID 624268;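 active = inhibition above a per-plate cutoff of the control wells' mean inhibition plus 3 SD, cut at about 5.5% in these data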;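 note: 0% = DMSO wells median and 100% = median of wells with control inhibitor compound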
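Dosing: 11.9 µM single point; system: parasite MetRS enzyme; technique: luminescence of leftover ATP; times: 15 min enzyme-compound preincubation, 2 h reaction, 10 min detection, 25 °C; replicates: each compound tested once; read-out basis: percent inhibition relative to median high and low control wells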
SUMO1 PPI mod = modulators of human SUMO1-mediated protein-protein interactions; P63165; SUMO1 binding to a labelled peptide, TR-FRET, 1 h; inhibition, % at 20 µM; 360,000 compounds, 0.33% hits; in the data active = inhibition above about 37%
Target sequence (P63165 whole entry, looked up): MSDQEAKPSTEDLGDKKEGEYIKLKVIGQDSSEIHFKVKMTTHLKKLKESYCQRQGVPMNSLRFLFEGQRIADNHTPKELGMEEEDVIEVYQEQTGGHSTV
NadD inh = NadD (S. aureus) enzyme inhibition. purified NadD enzyme, colorimetric absorbance read-out. inhibition, % at 20 µM. 360,000 compounds, 0.78% hits; in the data active = inhibition above about 26%; note: some compounds past the cut are filed as inactive
Scp1 inh = inhibitors of human Scp-1 phosphatase | 340,000 compounds, 0.88% hits | AID 493091 | Q9GZU7 | Recombinant Scp1, phosphopeptide, malachite green phosphate absorbance | inhibition, % at 20 µM;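 active = inhibition above about 50% at 20 µM, limit read from the data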;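 note: plate controls were DMSO wells with enzyme for no effect and wells lacking enzyme for full effect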
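Material – SCP-1 phosphatase catalytic domain, residues 76-261 · Buffer or medium – Acidic Tris acetate buffer with magnesium and detergent · Also added – Phospho 17-mer peptide substrate · Compound – single 20 µM dose, 1% DMSO · Times – 45 min room-temperature reaction, 5 min colour, 30 min stabiliser · Technique – Phosphate-binding colour reagent, absorbance read at 630 nm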
An asterisk follows results filed as active; i = inactive; . = no result given.

SMILES	STEP block	CSN deneddyl inh	LMPTP block	MsrA inhibitor	DNMT1 inh	Rpn11 block	Tb MetRS inh	SUMO1 PPI mod	NadD inh	Scp1 inh
O=C1CCC(CCc2nc3ccccc3[nH]2)(c2ccccc2)C(=O)N1 (configuration not stated)	5	-1	3.1	-1.0	-1	i	2.1	5	2	-10
Fc1ccc(-n2c(Cc3cccs3)n[nH]c2=S)cc1Cl	-1	-1	0.0	-0.2	4	i	0.0	1	-3	-1
Cc1sc(N/N=C/c2cccnc2)nc1-c1ccccc1	0	8	0.0	0.7	-8	i	0.2	-6	-5	-5
Cc1ccc(-c2cn(-c3ccccc3)c(SCC(=O)NC3CCS(=O)(=O)C3)n2)cc1C (configuration not stated)	0	-17	0.2	-0.6	-6	i	0.6	-1	6	-5
Cc1ccnc(NS(=O)(=O)c2ccc(NC(=O)c3ccc(Br)o3)cc2)n1	-4	7	-0.2	0.1	13	i	-0.5	2	-1	-2
CCOc1ccc(NC(=O)CSc2nc3ccccc3c(=O)n2Cc2cccs2)cc1	-2	1	-1.0	-1.4	20	i	-0.7	-4	4	-2
CC(=O)c1cccc(NC(=O)CN2C(=O)COc3ccc(Cl)cc32)c1	-1	2	-1.1	-0.3	-6	i	-0.7	8	0	0
CCC(C(=O)NCc1ccco1)n1nc(-c2ccc(OC)cc2)ccc1=O (configuration not stated)	-2	18	1.2	-0.7	3	i	-0.1	-3	12	19
CCC(=O)OCC(=O)N=c1sccn1Cc1ccccc1Cl	1	-2	-0.8	0.0	1	i	0.1	4	8	-5
CCOP(=O)(OCC)C(C)(C)NC(=O)c1cc([N+](=O)[O-])cc([N+](=O)[O-])c1	-1	1	0.4	-0.1	0	i	-0.5	-21	4	-3
CSCCC(NC(=O)c1ccc(Cl)cc1Cl)C(=O)N1CCCCCCC1 (configuration not stated)	1	1	-0.7	-1.7	3	i	0.0	3	1	2
CCCOC(=O)C1=C(C)N(C)C(=O)NC1c1cc2c(cc1[N+](=O)[O-])OCO2 (configuration not stated)	4	-2	5.4	2.8	-1	i	0.9	-5	8	-4
CC(C)(C)c1ccc(-c2cc(N)n[nH]2)cc1	-8	5	-2.3	0.4	-3	i	-1.4	2	3	-3
C1CSC2(N1)C1CC3CC(C1)CC2C3 (configuration not stated)	-2	-4	-7.5	1.1	1	i	-0.6	-3	2	-7
O=C(CN1C(=O)CSc2ccccc21)N/N=C/c1ccco1	5	-1	-1.6	-2.0	4	i	-0.3	-5	-2	-7
N#Cc1nc(-c2ccco2)oc1N1CCC(Cc2ccccc2)CC1	-4	-2	3.6	2.5	-6	i	-0.2	4	1	-17
C/C(=N\NC(=O)c1ccccc1)c1nc2ccccc2n1C	0	-2	-0.6	-0.3	3	i	-0.3	1	2	-3
Clc1cccc(-c2nc3ccc(Br)cn3c2Cc2ccsc2)c1	-3	1	0.8	1.4	26	i	0.0	8	11	.
Cc1cnc(CNC(=O)c2ccc3nc([C@@H]4O[C@H](CO)[C@H](O)[C@H](O)[C@H]4O)[nH]c3c2)cn1	0	1	-1.3	-0.8	3	i	-0.1	-3	1	.
O=C(Nc1cc(C(F)(F)F)ccc1N1CCCC1)C1=COCCO1	1	1	-0.9	-0.7	-4	i	-0.4	1	-1	-5

Structures shown so far with fluorine, in the order listed:
SMILES	STEP block	CSN deneddyl inh	LMPTP block	MsrA inhibitor	DNMT1 inh	Rpn11 block	Tb MetRS inh	SUMO1 PPI mod	NadD inh	Scp1 inh
Fc1ccc(-n2c(Cc3cccs3)n[nH]c2=S)cc1Cl	-1	-1	0.0	-0.2	4	i	0.0	1	-3	-1
O=C(Nc1cc(C(F)(F)F)ccc1N1CCCC1)C1=COCCO1	1	1	-0.9	-0.7	-4	i	-0.4	1	-1	-5

(more compounds)
SMILES	STEP block	CSN deneddyl inh	LMPTP block	MsrA inhibitor	DNMT1 inh	Rpn11 block	Tb MetRS inh	SUMO1 PPI mod	NadD inh	Scp1 inh
CCC(C(=O)NCCc1ccc(C)cc1)n1nc(C)c2c(C)n(-c3ccccc3)nc2c1=O (configuration not stated)	1	0	0.0	-0.3	1	i	0.0	-5	6	-1
CCOc1ccc(C2/C(=C(/O)c3ccc(OC)cc3)C(=O)C(=O)N2c2cc(C)on2)cc1OC (configuration not stated)	2	1	-1.3	1.0	4	i	-0.7	-19	5	-5
Fc1ccc(C2CC(c3ccccc3)n3ncnc3N2)cc1 (configuration not stated)	2	-4	-1.7	0.0	1	i	-0.4	-1	1	-3
CC(C)CCNC(=O)CCC(=O)NNc1nc2ccccc2c2nc(-c3ccccc3)nn12	-3	0	0.1	1.3	5	i	-0.4	4	3	6
Clc1ccc(OCc2nnc(SCc3nc4ccccc4[nH]3)n2Cc2ccco2)cc1	-2	11	0.4	0.1	-13	i	11*	10	26	0
Nc1ccnn1-c1ccccc1	-2	1	0.5	-0.9	0	i	-5.1	8	-6	-8
Cc1nc2nc(COc3ccccc3)[nH]n2c(=O)c1Cl	-1	-2	-2.0	1.3	-1	i	-0.5	4	0	4
CC(=O)c1ccc(OCc2cc(C(=O)N3CC4C[C@@H]5CC3C[C@H](C4)C5)no2)cc1	-1	-4	0.0	0.8	1	i	0.0	4	2	-11
CC(=O)c1ccc(OCC(=O)c2cc(C)n(-c3ccc4c(c3)OCO4)c2C)cc1	2	-15	0.8	2.3	-7	i	0.1	1	-7	-10
Cc1nc2ccccc2c2c(N)c3ccccc3n12	-5	0	-0.9	0.8	-3	i	0.0	-9	-3	-15
Cc1ccc(S(=O)(=O)N(CC(=O)NCC2CCCO2)Cc2cccc(C)c2)cc1 (configuration not stated)	-2	4	-1.3	-0.3	1	i	-0.3	-2	-4	-2
O=C(Cn1ccc2ccccc2c1=O)NCC(=O)N1CCN(c2ccc(F)cc2)CC1	2	4	-1.3	0.7	0	i	-0.1	-1	2	-4
O=C(Oc1nsnc1N1CCOCC1)c1ccccc1	17	-5	-1.9	-0.7	0	i	-1.2	-4	3	-4
COc1cc(/C=C2\SC(N)=NC2=O)ccc1OCC(=O)Nc1ccc(C)cc1	-2	8	-0.4	0.8	54*	i	-0.7	6	1	6
CC1(C)Cc2cccc(OCC(=O)Nc3ccccc3C(F)(F)F)c2O1	0	4	0.4	0.4	2	i	-0.7	-4	-6	7
CC(C)c1ccc(NC(=S)N(C)CCc2ccccn2)cc1	-2	4	-1.8	-0.1	-6	i	-0.7	0	-12	-4
CCOC(=O)N1CCN(c2ccnc3cc(Cl)ccc23)CC1	-3	-1	14	1.8	-3	i	0.0	-3	-4	2
O=C(O)CCN1C(=O)C2C3CC(C2C1=O)C1C(c2ccccc2)c2sc(=O)n(-c4ccccc4)c2SC31 (configuration not stated)	0	28	0.3	-0.7	-6	i	1.0	0	10	-6
CNC(=O)c1ccsc1NC(=O)C1CCN(S(=O)(=O)c2ccc(Cl)s2)CC1	1	0	1.0	1.3	-9	i	0.6	2	-7	-9
Cc1ccc(-c2ccccc2)n1-c1ccc(C(=O)O)cc1	3	5	-0.5	1.9	4	i	-0.5	-2	1	-11

Ordered by value in SUMO1 PPI mod (descending): 6 of the compounds above.
| structure | SUMO1 PPI mod |
| --- | --- |
| Clc1ccc(OCc2nnc(SCc3nc4ccccc4[nH]3)n2Cc2ccco2)cc1 | 10 |
| Nc1ccnn1-c1ccccc1 | 8 |
| CC(C)c1ccc(NC(=S)N(C)CCc2ccccn2)cc1 | 0 |
| Cc1ccc(S(=O)(=O)N(CC(=O)NCC2CCCO2)Cc2cccc(C)c2)cc1 (configuration not stated) | -2 |
| O=C(Oc1nsnc1N1CCOCC1)c1ccccc1 | -4 |
| CCC(C(=O)NCCc1ccc(C)cc1)n1nc(C)c2c(C)n(-c3ccccc3)nc2c1=O (configuration not stated) | -5 |

New compounds follow
SMILES	STEP block	CSN deneddyl inh	LMPTP block	MsrA inhibitor	DNMT1 inh	Rpn11 block	Tb MetRS inh	SUMO1 PPI mod	NadD inh	Scp1 inh
COc1ccc(OCC(=O)OC2CCCN(C)C2)cc1 (configuration not stated)	0	3	-2.5	0.4	-4	i	-0.6	-1	-3	-13
FC(F)(F)c1nnc(Nc2ccc(Cl)cc2)s1	-3	-1	0.1	-0.1	10	i	1.5	3	-2	-10
CCc1nc2ccccc2n1Cc1cc(=O)n2cc(C)ccc2n1	0	-4	6.2	2.8	2	i	0.7	-15	4	-8
Cc1nnc(NC(=O)c2ccc(S(=O)(=O)N3CCCCC3C)cc2)o1 (configuration not stated)	-1	4	-1.4	-1.1	1	i	-0.9	5	3	2
O=C(Cc1coc2ccc3ccccc3c12)N1CCN(c2ncccn2)CC1	0	1	1.4	0.7	-2	i	-0.1	-2	7	-4
Cc1ccc2cc3c(N)c4c(C)ccc(C)c4nc3nc2c1	-7	-12	5.2	0.2	72*	i	-0.2	-13	1	-7
C=CSc1sc(Cl)c(N(CC)CC)c1[N+](=O)[O-]	7	10	1.9	0.4	16	i	-0.9	0	6	-1
COc1cc(NC(=O)Nc2nc(C(N)CCc3ccccc3)cs2)cc(OC)c1OC (configuration not stated)	4	0	1.6	-1.8	-36	i	-0.5	-3	6	.
CCN(CC)C(=O)COc1ccc(-c2ccccc2)cc1	1	-4	2.5	-0.8	5	i	-0.2	-1	-2	-12
COCc1cc(C)n(CC(=O)Nc2ccccc2OC)c(=O)c1C#N	-1	-4	-1.3	4.0	5	i	-0.5	-1	-3	-1
Cc1cc(=O)oc(C)c1C(=O)Nc1ccc2nsnc2c1	0	-4	0.1	0.9	-1	i	0.5	-20	0	7
NC(=O)c1cc(S(=O)(=O)NCc2ccc(Br)cc2)cs1	-1	-2	-1.0	-0.2	1	i	0.5	0	-6	-6
O=[N+]([O-])c1cc(S(=O)(=O)N2CCCC2)ccc1N/N=C/c1cccs1	2	2	-0.2	0.8	6	i	-0.2	-10	10	0
COc1ccc(C(c2nnnn2CC2CCCO2)N2CCN(c3ccccc3)CC2)cc1 (configuration not stated)	-2	-1	-2.6	0.6	1	i	-0.6	1	-2	-2
CN(C)CCNc1nc(-c2ccccc2)nnc1C(F)(F)F	4	-8	-2.0	0.4	1	i	-0.2	-4	-5	-5
Cc1cc(C(=O)Nc2sc3c(c2C#N)CCCC3)no1	5	-3	0.7	1.6	4	i	-0.2	1	1	-6
O=C(NN1C(=O)C2C3c4ccccc4C(c4ccccc43)[C@@H]2C1=O)c1ccccc1 (some centres not stated)	3	-14	-0.6	-0.4	-4	i	0.4	2	-5	-5
COc1ccc(CC(=O)NC2CC2)cc1OC	0	1	-1.1	-0.5	-1	i	-0.8	-5	-5	-4
C=CCN1C=CC(=O)CC1	-1	4	-1.2	1.0	5	i	-0.6	4	2	-8
